# Compound activity as filed in PubChem BioAssay.
# GRP78 ERSR act = qHTS for Inducers of the Endoplasmic Reticulum Stress Response (ERSR) in Human Glioma: qHTS. U87-MG GRP78 promoter luciferase reporter, 16 h. Potency, µM, for the others: at the top dose activation, most hits filed as activators. 420,000 tested, 0.02% active; further: potency means the concentration at half of the fitted maximal effect; series mostly up to about 76 µM; % of control where 0% means no effect; nearly all actives have a fitted effect of over 35% in size
#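 Stably transfected U87-MG glioma cells carrying a GRP78-based luciferase sensor; 16 h compound incubation. Luminescence end-point read 10 min after Bright-Glo addition at room temperature.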
# RXFP1 ag = qHTS Assay for Agonists of the Relaxin Receptor RXFP1; Relaxin receptor 1 (Homo sapiens), Q9HBX9; HEK293T-RXFP1 cAMP TR-FRET, 30 min; response scale: percent of porcine relaxin response, buffer zero; Potency, µM (titrated, usually from 57.5 µM), inactives show top-dose activation, most hits filed as activators; 370,000 tested, 0.3% active; AID 2676, 2010; further: potency means the concentration at half of the fitted maximal effect; on the % scale 0 is the no-effect control and ±100 the full control effect; nearly all actives have a fitted effect of over 60% in size; many of its hits are not listed in these tables
#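 Agonist response is measured as cAMP accumulation in an RXFP1-transfected HEK293T line under PDE4 inhibition. Values are scaled between buffer-only and 29 nM porcine relaxin, and EC50s come from standard Hill equation fits.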
# TrxR1 substrate = qHTS Assay for Substrates of Mammalian Selenoprotein Thioredoxin Reductase 1 (TrxR1): qHTS; 390,000 tested, 0.01% active; Potency, µM (top dose mostly 114 µM), for the others: top-dose activity change, negative = substrate turnover; AID 588456, 2011; purified TrxR1 substrate turnover, NADPH consumption readout; further: potency means the concentration at half of the fitted maximal effect; on the % scale 0 is the no-effect control and ±100 the full control effect; nearly all actives have a fitted effect of over 50% in size
# Target sequence (O89049 whole entry, looked up): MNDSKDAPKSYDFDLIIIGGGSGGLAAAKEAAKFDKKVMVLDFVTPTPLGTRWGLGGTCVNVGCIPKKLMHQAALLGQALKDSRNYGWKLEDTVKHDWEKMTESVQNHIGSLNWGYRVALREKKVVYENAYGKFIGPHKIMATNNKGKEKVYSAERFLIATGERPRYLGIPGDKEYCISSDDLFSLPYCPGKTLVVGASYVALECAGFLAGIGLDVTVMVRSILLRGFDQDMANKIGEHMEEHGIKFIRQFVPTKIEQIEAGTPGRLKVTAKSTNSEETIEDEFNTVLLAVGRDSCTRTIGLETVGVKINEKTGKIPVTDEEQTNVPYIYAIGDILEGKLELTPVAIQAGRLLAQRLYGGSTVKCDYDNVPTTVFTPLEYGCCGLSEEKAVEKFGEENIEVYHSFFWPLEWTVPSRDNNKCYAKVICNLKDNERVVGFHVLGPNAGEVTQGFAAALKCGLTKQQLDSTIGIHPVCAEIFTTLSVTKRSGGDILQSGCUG
#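 Rat TrxR1, dispensed at 90 nM, was prereduced with 400 uM NADPH (final) for 5 min at ~22 deg C, then incubated with compound 15 min before 400 uM selenite. A first-read NADPH fluorescence drop versus no-compound background flagged substrates.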
# PI4K2A inh = qHTS for small molecular inhibitors of PI4K2A; Phosphatidylinositol 4-kinase type 2-alpha (Homo sapiens), Q9BTU6; purified PI4K2A, ADP-Glo luminescence, 1 h; hits give low values; activity change, negative = inhibition, % at 76.9 µM; 420,000 tested, 0.13% active; AID 1346378, 2018; in the data active means activity change below about -50%; inconclusive means mostly about -30% to -49%;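 further: -100% = wells without enzyme as full effect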
#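 Compounds are screened against recombinant PI4K2A using PI as substrate and ATP, the latter dispensed at 300 microM. Reactions run one hour at ambient temperature before ADP-Glo detection; full inhibition defined by wells lacking enzyme.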
# Vif-APOBEC3F blk = qHTS for Inhibitors of Vif-A3F Interactions: qHTS | Potency, µM (titrated, usually from 46.1 µM), without a hit: at the highest dose activity, negative = active | HeLa A3F-eYFP + Vif (tagged APOBEC3F with the HIV-1 protein that degrades it), YFP fluorescence increase | 390,000 tested, 0.2% active; further: potency means the concentration at half of the fitted maximal effect; % of control where 0% means no effect; nearly all actives have a fitted effect of over 65% in size
#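 Fluorescence increase (Ex 488/Em 500-530) after overnight compound treatment at 37 deg C flags inhibition of Vif-driven A3F-eYFP loss in stable HeLa A3F-eYFP/Vif cells seeded overnight beforehand.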
# USP1 inh = Inhibitors of USP1/UAF1: Primary Screen | 390,000 tested, 0.23% active | recombinant USP1/UAF1, Ub-Rhodamine cleavage fluorescence | Potency, µM (top dose mostly 57.1 µM), for the others: top-dose activity change, negative = inhibition, hits mostly inhibitors | Ubiquitin carboxyl-terminal hydrolase 1 (Homo sapiens), O94782; further: potency means the concentration at half of the fitted maximal effect; on the % scale 0 is the no-effect control and ±100 the full control effect; nearly all actives have a fitted effect of over 60% in size; inactives centre near -12
#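 USP1/UAF1 complex at 1 nM was preincubated with compound for 15 min at room temperature, then Ub-Rho substrate (150nM final) was added. Fluorescence (480/540 nm) was read kinetically, 6 reads every 60 seconds.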
# IDH1 R132H inh = qHTS for Inhibitors of mutant isocitrate dehydrogenase 1 (IDH1): qHTS. IDH1-R132H enzyme, NADPH consumption, diaphorase/resazurin fluorescence. Potency, µM (doses to about 76.6 µM), for inactives: at the highest dose activity change, negative = inhibition, actives largely listed as inhibitors. 390,000 tested, 0.093% active. AID 602179, 2012; further: potency means the concentration at half of the fitted maximal effect; on the % scale 0 is the no-effect control and ±100 the full control effect; nearly all actives have a fitted effect of over 65% in size
#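 IDH1-R132H (0.5 ug/mL dispensed) in pH 7.5 Tris buffer was preincubated 30 min with compound, then given a substrate mix of 0.016 mM NADPH and 2 mM alpha-KG for 80 min at room temperature; remaining NADPH was read by diaphorase/resazurin fluorescence.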
# LDHA inh = qHTS assay for inhibitors of human lactate dehydrogenase. L-lactate dehydrogenase A chain (Homo sapiens), P00338. purified LDHA, NADH/diaphorase-resazurin fluorescence; hits give low values. activity change, % (values are at about 110 or 230 µM). 480,000 tested, 0.15% active; in the data active means activity change below about -30%; inconclusive means mostly about -25% to -30%;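 further: plate controls were DMSO wells for no effect and wells without enzyme for full effect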
#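 Remaining NADH was detected by diaphorase (0.133 mg/mL) converting 37 µM resazurin to fluorescent resorufin, read at 0 and 20 minutes. The preceding 5-minute room-temperature reaction used 2 nM LDHA, 0.2 mM sodium pyruvate and 0.06 mM NADH at pH 7.4.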
# Vif-A3G inh = qHTS for Inhibitors of Vif-A3G Interactions: qHTS; HeLa A3G-eYFP + Vif (tagged APOBEC3G with the HIV-1 protein that degrades it), YFP fluorescence, overnight; Potency, µM (top dose mostly 46.1 µM), inactives show top-dose activity, negative = active, hits mostly inhibitors; 410,000 tested, 0.076% active;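 further: potency means the concentration at half of the fitted maximal effect; on the % scale 0 is the no-effect control and ±100 the full control effect; nearly all actives have a fitted effect of over 60% in size; hits raise eYFP signal because A3G escapes Vif-driven loss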
# Target sequence (Q9HC16 whole entry, looked up): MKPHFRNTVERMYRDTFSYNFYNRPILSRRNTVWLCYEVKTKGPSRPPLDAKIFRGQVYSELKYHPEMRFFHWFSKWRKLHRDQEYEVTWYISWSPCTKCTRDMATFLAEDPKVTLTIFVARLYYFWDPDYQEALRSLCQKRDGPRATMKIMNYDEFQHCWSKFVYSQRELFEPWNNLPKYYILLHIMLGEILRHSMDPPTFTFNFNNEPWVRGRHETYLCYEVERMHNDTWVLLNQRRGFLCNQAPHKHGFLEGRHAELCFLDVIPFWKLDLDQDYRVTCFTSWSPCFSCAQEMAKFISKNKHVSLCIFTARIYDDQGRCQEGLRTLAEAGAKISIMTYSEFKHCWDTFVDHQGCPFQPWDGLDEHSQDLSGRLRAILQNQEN
#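 Read-out is eYFP fluorescence (Ex 488/Em 500-530) from Vif-expressing HeLa A3G-eYFP cells; more signal means A3G escaped Vif-mediated degradation. Cells plated overnight, compound pinned in, incubated overnight at 37 deg C.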
# Starred values were filed as active, the others as inactive; ? = inconclusive; · = no result given; [ ] = remark or other dose. Unless noted, the call rests on the fitted dose curve; in most records, active means well fitted curve in the direction sought with a large enough effect; inconclusive means small, poorly fitted or top-dose-only effect, or another doubt; inactive means no such curve, though single readings can be large; an effect the other way counts as inactive or inconclusive. Only part of the results is shown; rates above refer to the full screens.
SMILES,GRP78 ERSR act,RXFP1 ag,TrxR1 substrate,PI4K2A inh,Vif-APOBEC3F blk,USP1 inh,IDH1 R132H inh,LDHA inh,Vif-A3G inh
O=C(CN1C(=O)c2ccccc2C1=O)Nc1ccc(-c2nc3ccccc3o2)cc1,-9%,-1.1%,-4%,9,·,-10%,6%,-5,2%
CCOc1cc(/C=C2\N=C(C)OC2=O)cc(Cl)c1OCC(=O)OC,-7%,·,3%[57.1 µM],2,4%,-1%,8%,-4,0%
O=C(c1cccc(S(=O)(=O)N2CCCC2)c1)N1CCN(Cc2ccccc2)CC1,-4%,0.0%,-1%,-6,0%,-2%,0%,-2,0%
O=C(CSc1ccc2nnc(-c3ccccn3)n2n1)N1CCN(c2ccccc2)CC1,-3%,13%,-3%,2,-8%,-18%,0%,-2,1%
Cc1cccc[n+]1CC(=O)c1ccc([N+](=O)[O-])cc1,-3%,·,2%,-1,-15%,-26%,5%,-1,-9%
O=C(NCC1CCCN(C(=O)c2cscn2)C1)c1ccc(-c2ccccc2)cc1 (configuration not stated),6%,1.3%,-6%,6,11%,-11%,-5%,-15,-3%
Cc1ccc(Cl)c2c1NC(=O)C2=O,-5%,·,-8%,4,-8%,-22%,9%,32,1%
CCC(=O)C1=C(c2cccc([N+](=O)[O-])c2)N(C(=O)CC)n2c(nnc2-c2ccccc2)S1,-3%,3.5%,8%[57.1 µM],10,?,-9%,-4%,-3,0%
CCCc1nc(SCC(N)=O)[nH]c(=O)c1CC,-2%,0.4%,4%,-3,-2%,-7%,7%,3,-9%
COc1ccc(N(CC(=O)NCc2ccccc2)S(=O)(=O)c2c(C)n[nH]c2C)cc1,-2%,-1.4%,-2%,1,-2%,-8%,-17%,-6,0%
COc1ccc(-c2[nH]ncc2CN(C)CCc2c(C)n[nH]c2C)c(F)c1,0%,-1.8%,-3%[57.1 µM],-5,24%,-7%,-6%,-6,-2%
CC(C)(C)NC(=O)COC(=O)c1ccc(F)cc1Cl,4%,-2.5%,3%,-4,1%,-20%,2%,-5,2%
CC1(C)CC(=O)C2=C(C1)N(C1CCCCC1)C(=O)C2(O)C(F)(F)F (configuration not stated),0%,1.6%,2%,-2,-3%,-8%,2%,0,2%
Cc1nn(C)c(C)c1CN(C)C(=O)C1CCC(=O)N(C2CCCCCC2)C1 (configuration not stated),-3%,-2.7%,-6%,1,2%,0%,-1%,-7,-2%
Cc1sc2c(c1C)c(=O)n(-c1ccc(Cl)cc1)c(=O)n2CC(=O)c1ccccc1,1%,4.1%,3%,-5,0%,-4%,-6%,-6,0%
COc1ccc(NC(=O)CCN2C(=O)c3ccccc3S2(=O)=O)cc1,2%,0.1%,1%,5,6%,-10%,7%,-1,-1%
CCOc1cccc2cc(C(=O)Nc3cc(C)on3)c(=O)oc12,-1%,27%,12%,5,-6%,-17%,1%,-1,-1%
COc1ccc2cc3cc(C(=O)N(C)C4CCCCC4)oc3nc2c1,6%,1.1%,30%[activator],-10,6%,-21%,3%,-3,0%
COc1ccc(S(=O)(=O)N2CCOC2CNC(=O)C(=O)NCc2ccccn2)cc1C (configuration not stated),-2%,-3.0%,-14%,3,-9%,0%,11%,-2,0%
CC(=O)c1cccc(S(=O)(=O)N2CCCC(c3nc(-c4ccc(C)o4)no3)C2)c1 (configuration not stated),6%,1.0%,2%[57.1 µM],-11,-16%,-17%,12%,-7,3%
O=C(COC(=O)C1(c2ccc(F)cc2)CCCC1)N1CCOCC1,-1%,-0.2%,-6%,8,-1%,-22%,-2%,-4,-1%
CCCc1cc(=O)oc2cc3oc(C)c(C)c3cc12,-4%,2.8%,-11%,9,-1%,-15%,0%,3,-5%
CCOC(=O)C1=C(C)NC2=C(C(=O)CC(C)(C)C2)C1c1coc2ccccc2c1=O (configuration not stated),-1%,2.5%,4%,3,1%,-17%,-1%,-3,1%
Cc1c(C(=O)NCc2cccc(C(F)(F)F)c2)sc(=O)n1Cc1ccc(C(=O)N(C)C)cc1,-2%,·,·,6,·,·,·,-9,-1%
S=C(NCc1ccco1)NCc1ccco1,-4%,·,11%[57.1 µM],-3,10%,-18%,1%,-5,-1%
COc1ccccc1OCc1nnc(SCC(=O)N2CCCCC2)n1-c1ccccc1,-5%,2.3%,-4%,0,0%,-15%,11%,0,2%
CC(C)Oc1cccc(C(=O)NC(=S)Nc2cccc(C(F)(F)F)c2)c1,-7%,0.5%,5%[57.1 µM],-4,0%,-27%,11%,5,0%
O=C(CCC1CCCN(C(=O)C2(c3ccccc3)CC2)C1)N1CCN(c2ccccn2)CC1 (configuration not stated),0%,0.7%,14%,7,-15%,12%,-2%,1,1%
CCOC(=O)N1CCC(NS(=O)(=O)c2cc(C(=O)OC)n(C)c2)CC1,-2%,0.1%,-6%,-2,4%,-21%,-4%,-10,3%
CCOC(=O)CSc1nc2ccccc2c(=O)n1CCCCCC(=O)NCc1ccco1,-5%,0.6%,-2%,1,-5%,-15%,7%,-2,-1%

# Ordered by SMILES length (ascending): some entries from above
SMILES,GRP78 ERSR act,RXFP1 ag,TrxR1 substrate,PI4K2A inh,Vif-APOBEC3F blk,USP1 inh,IDH1 R132H inh,LDHA inh,Vif-A3G inh
Cc1ccc(Cl)c2c1NC(=O)C2=O,-5%,·,-8%,4,-8%,-22%,9%,32,1%
O=C(COC(=O)C1(c2ccc(F)cc2)CCCC1)N1CCOCC1,-1%,-0.2%,-6%,8,-1%,-22%,-2%,-4,-1%
O=C(CSc1ccc2nnc(-c3ccccn3)n2n1)N1CCN(c2ccccc2)CC1,-3%,13%,-3%,2,-8%,-18%,0%,-2,1%

# The results go on.
SMILES,GRP78 ERSR act,RXFP1 ag,TrxR1 substrate,PI4K2A inh,Vif-APOBEC3F blk,USP1 inh,IDH1 R132H inh,LDHA inh,Vif-A3G inh
Nc1c(-c2nc(-c3cccs3)no2)nnn1-c1ccc(Cl)cc1,-3%,2.7%,5%,-2,1%,24%,-20%,-22,10%
Cc1noc(C)c1S(=O)(=O)N1CCN(c2ccccc2Cl)CC1,-5%,-0.1%,-12%,-1,?,-8%,5%,0,0%
COc1cccc(CNC(=O)c2ccc(S(=O)(=O)N3CCCCC3)cc2)c1,-5%,·,·,-5,-7%,?,2%,-5,-5%
CCN1C(=O)c2cccc3c(S(=O)(=O)Nc4ccncc4)ccc1c23,-4%,4.2%,8%,-1,-7%,-2%,2%,-8,-1%
CCOC(=O)c1cc(-c2ccccc2)n(CC2CC(c3ccc(OC)cc3)=NO2)n1 (configuration not stated),-2%,-1.3%,-8%,5,3%,-20%,0%,-1,2%
O=C(Nc1nc(-c2ccc(F)c(F)c2)cs1)c1cc([N+](=O)[O-])ccc1N1CCOCC1,2%,0.6%,-6%,-2,-11%,-20%,8%,-7,-1%
CCc1ccc(/C=C2\SC(=S)N(CCCC(=O)Nc3ccccn3)C2=O)cc1,-1%,-1.4%,4%[57.1 µM],-2,?,?,2%,-5,-22%
Cc1nnc(SCC(=O)Nc2ccc(Cl)cn2)[nH]c1=O,-3%,-0.2%,3%,1,2%,-16%,7%,1,2%
COc1ccc(S(=O)(=O)NCCCN2CCCC2=O)cc1OC,-5%,-0.7%,-3%,2,-5%,-7%,-8%,-8,1%
COc1cc2c(cc1N/C=C(\C#N)c1nc(-c3ccc(F)cc3)cs1)oc1ccccc12,1%,0.0%,3%,0,9%,-3%,9%,-3,-4%
Cc1oc(-c2ccccc2F)nc1CS(=O)CC(=O)NCc1ccccc1 (configuration not stated),-8%,-3.3%,7%,-8,0%,-22%,-2%,-3,-4%
CCCC(C)(C)C(=O)N1CCC1(C)C(=O)Nc1cccc2ccccc12 (configuration not stated),-2%,·,·,-1,·,·,·,7,-1%
COc1ccccc1CNC(=O)CCC(=O)n1ncc2cc(C)ccc21,-3%,3.7%,-4%[57.1 µM],6,-9%,-13%,-2%,-9,1%
Cc1ccc(S(=O)(=O)N(CC(=O)N/N=C/c2ccco2)Cc2ccccc2)cc1,-3%,-0.5%,5%,6,0%,-20%,6%,-1,-2%
COc1cc(N)cc(NC(=O)c2ccncc2)c1,2%,1.8%,1%,-4,2%,-12%,6%,10,-3%
CCSc1nc2sc3c(c2c(=O)[nH]1)CCc1ccccc1-3,-3%,6.9%,2%,-2,-1%,1%,8%,2,1%
O=C1CC(c2ccco2)Cc2nc(NCC3CCCO3)ncc21 (configuration not stated),-1%,0.1%,-6%,0,3%,-25%,4%,-1,-5%
COc1cc2ccccc2cc1C(=O)OCC(=O)c1c(N)n(C)c(=O)n(C)c1=O,-5%,3.6%,50%[activator],-3,-16%,-24%,10%,-6,-3%
O=C1CCCC2=C1Sc1ccc(Cl)cc1N2,0%,-0.9%,-3%,-1,2%,318%[activator],8%,-11,-14%
COc1ccccc1NS(=O)(=O)c1cccc(NC(=O)C2CC2)c1,-2%,0.2%,1%,-1,2%,-8%,11%,-3,3%
O=C(Nc1cccc([N+](=O)[O-])c1)Nc1cnccn1,-3%,1.9%,6%,8,13%,-22%,-4%,-1,0%
